High-throughput results from PubChem BioAssay.
NPY-Y1 PAM-ag: NPY-Y1 receptor potentiators or agonists, primary screen, cell-based; Neuropeptide Y receptor type 1 (Homo sapiens), P25929; NPY-Y1 expressing cells, potentiator/agonist activation; activation, % at 3.6 µM; 220,000 tested, 0.37% active; in the data active means activation above about 33%, passing the limit was not always enough;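 further: cells stimulated with NPY at EC10 then isoproterenol at EC100; 0% = low agonist plus stimulus and 100% = saturating agonist plus stimulus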
p97 ATPase inh: inhibitors of human p97 ATPase, primary screen, biochemical; Transitional endoplasmic reticulum ATPase (Homo sapiens), P55072; recombinant p97 ATPase, Kinase-Glo ATP luminescence, 3 h; inhibition, % at 8 µM; 220,000 tested, 0.42% active; in the data active means inhibition above about 15%;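 further: 0% = DMSO vehicle and 100% = wells lacking enzyme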
Target sequence (P55072 whole entry, looked up): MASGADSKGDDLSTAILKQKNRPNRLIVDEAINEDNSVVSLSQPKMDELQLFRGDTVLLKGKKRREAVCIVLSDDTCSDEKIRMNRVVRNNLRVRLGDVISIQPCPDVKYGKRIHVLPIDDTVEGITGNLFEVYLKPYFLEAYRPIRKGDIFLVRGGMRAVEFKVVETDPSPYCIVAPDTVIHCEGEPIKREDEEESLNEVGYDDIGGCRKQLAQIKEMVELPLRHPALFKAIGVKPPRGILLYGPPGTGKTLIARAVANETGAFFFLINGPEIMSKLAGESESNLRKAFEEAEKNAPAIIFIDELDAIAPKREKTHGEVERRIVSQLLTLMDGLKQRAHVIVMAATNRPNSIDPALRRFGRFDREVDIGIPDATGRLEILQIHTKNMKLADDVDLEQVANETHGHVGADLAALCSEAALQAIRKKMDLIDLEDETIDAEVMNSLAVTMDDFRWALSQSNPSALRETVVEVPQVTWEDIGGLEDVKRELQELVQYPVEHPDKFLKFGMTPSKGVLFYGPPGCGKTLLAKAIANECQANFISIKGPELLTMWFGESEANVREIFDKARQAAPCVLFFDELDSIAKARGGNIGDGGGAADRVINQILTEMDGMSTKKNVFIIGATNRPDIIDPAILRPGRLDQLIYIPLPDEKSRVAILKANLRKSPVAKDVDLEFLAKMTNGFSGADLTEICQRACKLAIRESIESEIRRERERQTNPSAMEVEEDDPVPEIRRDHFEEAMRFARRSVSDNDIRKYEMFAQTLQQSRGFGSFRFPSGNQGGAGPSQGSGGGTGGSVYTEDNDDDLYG
NPY-Y1 antag: NPY-Y1 receptor antagonists, primary screen, cell-based. AID 1040, 2008. inhibition, % at 3.6 µM. HEK293-CNG Y1 cells, membrane potential fluorescence; NPY at EC95, then isoproterenol. 200,000 tested, 1% active. Neuropeptide Y receptor type 1 (Homo sapiens), P25929;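 active means inhibition above the campaign mean inhibition of all tested compounds plus 3 SD, cut at about 20% in these data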;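 further: 0% = DMSO wells given NPY plus isoproterenol and 100% = isoproterenol alone without NPY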
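Assay system: HEK293 Y1/CNG channel cell line; Doses: single compound dose of 3.6 µM, 0.4% DMSO; Timing: dye 3 h, compound 60 min room temperature, stimulation 45 min; Technique: Membrane-potential fluorescent dye readout; Measure: % inhibition of NPY effect.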
eIF4E 4G PPI: eIF4E–eIF4G protein interaction inhibitors, primary screen, biochemical, uHTS, TR-FRET, eIF4GI fragment; Eukaryotic translation initiation factor 4E (Mus musculus) + Eukaryotic translation …; TR-FRET eIF4E-eIF4GI(517-606) binding, 2 h; inhibition, % at 21.7 µM; 220,000 tested, 0.37% active; AID 782, 2007;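 active means inhibition above about 30%, limit read from the data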;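 further: 0% = full FRET control wells and 100% = background wells lacking eIF4GI fragment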
S1P4 antagonist: S1P4 receptor antagonists, primary screen, cell-based; Sphingosine 1-phosphate receptor 4 (Homo sapiens), O95977; S1P4-expressing cells, antagonist mode, reporter read-out; inhibition, % at 4.98 µM; 220,000 tested, 0.26% active; AID 1510, 2009; in the data active means inhibition above about 29%;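 further: 0% = wells stimulated with agonist and 100% = vehicle wells without agonist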
NPY2 pot ag: NPY-Y2 potentiators or agonists, primary screen, cell-based; 220,000 tested, 0.45% active; activation, % at 3.6 µM; AID 1359, 2008; cells expressing NPY-Y2, potentiator/agonist read-out; in the data active means activation above about 27%;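 further: cells stimulated with NPY near EC25 plus isoproterenol at EC100; 0% = vehicle plus submaximal agonist and 100% = vehicle plus saturating agonist; some results beyond the cut were filed as inactive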
PGE2 EP2 inh: human EP2 receptor antagonists, primary screen, TR-FRET cAMP, C6 glioma cells; C6 glioma cells expressing human EP2; cells stimulated with saturating PGE2; inhibition, % at 25 µM; 260,000 tested, 0.52% active; AID 1422, 2008;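 active means percent inhibition above 40 after rounding to a whole number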;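 further: rat C6 glioma host cells with rolipram phosphodiesterase inhibitor present; the protocol text gives 20 µM as final concentration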
S1P4 agonist: S1P4 receptor agonists, primary screen, cell-based; S1P4-expressing cell line, agonist reporter assay; activation, % at 4.98 µM; 220,000 tested, 0.35% active; in the data active means activation above about 11%;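 further: 0% = DMSO vehicle and 100% = reference agonist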
EP2 modulator: EP2 receptor modulators, cAMP readout, primary screen, cell-based, HTRF cAMP, PGE2 stimulation; Prostaglandin E2 receptor EP2 subtype (Homo sapiens), P43116; 260,000 tested, 0.83% active; AID 940, 2007; EP2-expressing cells, cAMP HTRF FRET, PGE2 co-stimulation; induction, % at 25 µM;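 active means compounds whose cAMP rise, as percent of the full-agonist control response, exceeds 60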;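 further: rat C6 glioma line stably carrying human EP2 under a CMV promoter; the protocol text gives 20 µM as final concentration; 100% = response of wells given 1 µM PGE2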
* marks the source's active call; other numbers are inactive results; . = not tested or not shown; & = joins results of further samples; [ ] = another dose, or the depositor's remark. An excerpt; rates above refer to the full screens.

molecule,EP2 modulator,NPY-Y1 PAM-ag,S1P4 agonist,eIF4E 4G PPI,PGE2 EP2 inh,p97 ATPase inh,NPY2 pot ag,S1P4 antagonist,NPY-Y1 antag
O=C(Nc1ccccc1)N1CCCN(Cc2c(F)cccc2Cl)CC1,-13,-6,2.5,6,13,7,11,8,.
CCOc1ccc(C(=O)Nn2cnnc2)cc1OCC,13&16,3,0.9,1,12&9,8,6,-12,.
C/C(=N\NC(=O)c1ccn[nH]1)c1cn(C)nc1C,-2,11,0.5,4,-1,4,-1,0,5
Cc1cc(C)cc(N(C(=O)c2nsc(Cl)c2Cl)C(C(=O)NC2CCCC2)c2ccc(O)cc2)c1 (configuration not stated),33,-41,1.0,2,10,-1,3,-3,4
O=C(O)COc1ccc2c(c1)CCCC2,2,-33,0.9,-2[fluorescence artefact?],11,4,-35,1,19
Cc1ccc(-c2cc(C(=O)N3CCN(c4ncccn4)CC3)c3cc(Br)ccc3n2)o1,-3,-9,0.0,-4,21,-4,0,2,-2
Cc1ccc(Cn2ncc3c(N4CCOCC4)ncnc32)cc1,9,8,-0.9,2,5,0,-11,10,2
Cc1nc(SCc2ccccc2)nc2c1CCC2,35,-13,-1.0,-3,3,-1,-6,-10,8
Cc1cc(N2CCN(C)CC2)nc2ccc(NC(=S)N3CCN(c4ccccn4)CC3)cc12,-59,-3,0.2,5,0,-3,-6,-16,0
COC(=O)c1cccc(NC(=O)C(C)(C)C)c1,6,8,2.3,6,3,6,-2,-2,.
CN1CCN(C(=O)c2ccc(Cl)c(S(=O)(=O)N3CCCCC3)c2)CC1,-1,-1,0.7,6[fluorescence artefact?],8,4,3,-2,3
Cc1[nH]c(=S)c(C#N)c(C)c1Cc1ccccc1,17,6,-1.3,-2,3,9,19,10,.
O=C(CCn1c(=O)oc2ccccc21)N(Cc1ccccc1)c1ccccc1,9,-3,0.7,0,13,-5,6,2,-1
O=C1CCCc2c1cc(C(=O)O)c(=O)n2-c1ccccc1,-11,2,1.7,1,5,6,1,-5,-1
O=S(=O)(NCc1ccccc1)c1ccc2c(c1)OCCO2,6,8,0.1,-1,14,-4,6,5,1
Cc1ccc(C(=O)OCC(=O)Nc2sc3c(c2C#N)CCCCC3)cc1NC(=O)c1ccco1,0,-1,1.9,1,5,-3,9,9,6
Clc1ccc2nc(CSc3nc4ccccc4o3)cn2c1,-38,-20,0.5,7,1,-2,-2,-18,8
CCOc1ccc2nc(/N=C/c3c(C)[nH]n(-c4ccc(C)cc4)c3=O)sc2c1,-48,20,-0.5,9,4,-22,-6,-3,2
O=C(c1ccc(COCC(F)(F)F)o1)N1CCCCCC1,26,-8,-0.2,1,8,1,8,9,-2
Cc1ccccc1NC(=O)NC(N)=O,10,-16,1.3,-4,3,-1,6,-22,2
CCN(CC)CCNc1nc(-n2nc(C)cc2C)nc2sc3c(c12)CC(C)(C)OC3,-32,-79,0.6,2,3,-5,-71,10,.
O=C(NC(=S)Nc1ccc(N2CCOCC2)c(Cl)c1)c1cccs1,-31,28,-1.1,1,14,5,19,-7,2
COC(=O)c1c[nH]n2c(=O)cc(CCl)nc12,7,1,-0.8,.,12,5,1,-14,-11
O=C(CCSc1nnc2ccc3ccccc3n12)Nc1ccc(F)cc1,-1,4,-2.6,4,14,2,2,0,8
Cc1ccc(NC(=O)CSc2nnc(C(F)(F)F)n2C)cc1[N+](=O)[O-],5,-14,-0.4,15,6,4,-11,-14,1
CCOc1ccc(S(=O)(=O)n2cc(-c3ccccc3)c(N)n2)cc1,-25,15,-0.3,1[fluorescence artefact?],7,1,-8,-8,-1
CC1S/C(=C(\C#N)C(=O)NCc2ccco2)N(c2ccc(F)cc2)C1=O (configuration not stated),-56,-1,-1.1,4,6,-7,-6,-9,-3
COc1cc(/C=N/Nc2ccc(S(N)(=O)=O)cc2[N+](=O)[O-])cc(OC)c1O,-42,16,0.9,0,22,7,1,-26,.
CCOc1ncccc1C(=O)N=C1SCCN1C(=O)c1cccnc1OCC,27,-7,0.7,0,3,-5,-17,2,2
O=C(O)CC(SCc1ccc(C(=O)O)o1)C(=O)O (configuration not stated),14,10,1.4,4[fluorescence artefact?],8,-7,3,-25,0
CCOC(=O)CCC(NC(=O)CCCCC(=O)NC(CCC(=O)OCC)C(=O)OCC)C(=O)OCC (configuration not stated),4,-10,-0.7,0[fluorescence artefact?],6,2,-2,-3,4
CCCN1C(=O)c2cc(C(=O)NC3CCCCCC3)ccc2C1O (configuration not stated),-5,25,-2.0,-1,11,-3,-3,2,-6
COC(=O)CC1C(=O)NCCN1C(=O)OC(C)(C)C (configuration not stated),-23,10,-0.5,3,6,4,18,3,3
CC(C)CC(COCc1ccc(Cl)cc1)N1CCN(C(=O)c2ccc(C(F)(F)F)cc2)CCC1=O (configuration not stated),46,-15,0.1,7,11,-1,-2,10,20
C/C(N)=C(/C#N)C(=O)COC(=O)c1cc(S(=O)(=O)N2CCCCC2)ccc1C,25,2,-0.4,4,.,0,2,-7,-6
CC1(C)CC(=O)c2cnn(-c3nc4ccccc4[nH]3)c2C1,-1,-17,1.7,-1,6,1,-6,-16,3
COc1ccc(-c2c(C(=O)O)nc3ccccc3c2C(=O)O)cc1,10,13,0.7,-15,5,1,1,0,4
CCOC(=O)C1=C(C)NC(SC)=NC1c1ccccc1 (configuration not stated),-7,-6,0.7,4,12,-1,3,-4,-3
CCN(Cc1ccncc1)Cc1nc(Cc2ccccc2Cl)no1,-25,14,-0.8,2,7,-1,14,-21,-3
CC(NCC1(N2CCOCC2)CCCCC1)C(=O)Nc1ccc(Cl)cc1Cl (configuration not stated),60,11,-0.9,-1,3,-5,-5,19,-2
Cc1cc(/C=C2\C(=N)N3N=CSC3=NC2=O)c(C)n1Cc1ccccc1,-30,-18,1.8,-5,5,-5,0,8,.
CCOc1nc(C)ccc1-c1noc(-c2ccco2)n1,41,-8,0.3,-1,0,-4,-6,2,6
CN(Cc1cc(=O)n2ccsc2n1)C1CCCCC1,-11,-1,93*,3,3,4,-2,0,-1
CC(C)Cn1cc(Cl)c(=O)n(CC(C)C)c1=O,3,-14,0.8,0,3,-6,12,2,-1
O=C(O)c1ccc(COc2ccc(/C=N/NC(=O)c3cccs3)cc2)cc1,-5,4,1.7,-14[fluorescence artefact?],.,-1,-11,-27,1
CC1CCCCN1C(=O)c1ccc(NC(=O)c2ccccc2Cl)cc1 (configuration not stated),10,15,0.4,5,5,1,2,-5,-2
CC(C)NC(=O)NC(=O)COC(=O)c1cccc(OC(F)F)c1,0,-5,0.4,3,8,3,7,-3,4
CC(C)(C)CN1CCNC(=O)C1CC(=O)NC1Cc2ccccc2C1 (configuration not stated),-5,10,0.5,-2,1,3,5,12,9
Fc1ccc(-c2ccc(-c3nn4c(-c5ccco5)nnc4s3)o2)cc1,19,-2,-0.2,16,7,-3,2,1,-3
CC(=O)c1cccc(NC(=S)NC(=O)c2ccccc2C)c1,-65,-11,0.4,0,6,-3,-13,-13,-5

Ordered by value in NPY2 pot ag (ascending): 3 from the list above
SMILES | NPY2 pot ag
CCOc1ccc(S(=O)(=O)n2cc(-c3ccccc3)c(N)n2)cc1 | -8
CCOC(=O)CCC(NC(=O)CCCCC(=O)NC(CCC(=O)OCC)C(=O)OCC)C(=O)OCC (configuration not stated) | -2
CCN(Cc1ccncc1)Cc1nc(Cc2ccccc2Cl)no1 | 14

The list goes on.
molecule,EP2 modulator,NPY-Y1 PAM-ag,S1P4 agonist,eIF4E 4G PPI,PGE2 EP2 inh,p97 ATPase inh,NPY2 pot ag,S1P4 antagonist,NPY-Y1 antag
Nc1cccc2c1C(=O)N(CC(=O)NC13CC4CC(CC(C4)C1)C3)C2=O,-10,4,3.0,4,9,2,13,3,0
COc1cccc(OC)c1C(=O)Nc1ccc2c(c1)OCCO2,-3,-6,-0.3,7,8,3,-1,2,-2
Clc1ccc(C2=CSC3=Nc4cccc5cccc(c45)N23)cc1,50,-27,0.6,20,5,33*,-11,1,9
Cc1ccc(CS(=O)(=O)Cc2ccc(C(=O)NCc3ccccn3)o2)cc1,28,2,-1.2,1[fluorescence artefact?],8,0,5,1,-2
O=C(C1CC2CCC1C2)N1CCN(Cc2ccc3c(c2)OCO3)CC1 (configuration not stated),-30,1,-0.1,9,14,5,3,4,5
CCC1(C)Cc2sc3c(=O)[nH]c(=S)[nH]c3c2CO1 (configuration not stated),19,-22,-0.5,-1,14,0,-27,-3,3
O=C1N/C(=C/c2cccn2-c2ccc(F)cc2)C(=O)N1Cc1ccccc1F,-14,3,-1.1,10[fluorescence artefact?],8,1,8,6,-2
O=C(Nc1nc2ccccc2[nH]1)C1CCC1,4,15,-1.0,0,6,-2,-2,-15,3
CC1(C)CC(=O)c2cnc(N3CCN(c4ccccc4)CC3)nc2C1,13,-6,-1.8,0,9,1,4,-12,5
Cc1[nH]c2ccccc2c1C(C#N)(C#N)C1C(=O)c2ccccc2C1=O,-19,29,0.7,-7,14,1,28,-23,.
C=CCn1c(O)c(N=NC(=S)Nc2ccc(OC)cc2)c2ccccc21,23,-15,-2.0,-4[fluorescence artefact?],7,-3,-14,3,14
CC1(C(=O)NC2CCCC2)CCC(=O)N1Cc1cccs1 (configuration not stated),-17,-1,-1.3,-5[fluorescence artefact?],10,5,5,-10,5
COc1cc(OC)cc(C2C(C#N)=C(N)Oc3n[nH]c(-c4cccnc4)c32)c1 (configuration not stated),-19,4,-0.5,2,-4,-1,7,7,2
Oc1ccccc1C=Nc1ccccc1-c1nc2ccccc2[nH]1,5,-37,-0.3,5,17,-2,-1,-7,5
O=C(N/N=C/c1cccnc1)c1ccco1,9,19,0.6,1,2,7,4,4,.
O=C(O)/C=C/c1cccc2c1OCCO2,15,-16,0.6,2,9,0,-2,0,.
O=C(COc1cccc2cccnc12)NCC(F)(F)F,2,3,0.4,-8[fluorescence artefact?],21,2,5,-16,0
O=C(Cc1ccc(F)cc1)Nc1nnc(SCC(=O)N2CCCCC2)s1,20,-5,-0.5,0,11,0,-10,3,-1
CC1CCCC(C)N1/N=C/c1ccc(Cl)cc1 (configuration not stated),-12,-4,3.2,.,22,3,2,-1,0
COc1cc(C(=O)NCCc2ccc3c(c2)OCCO3)ccc1OCC(=O)N1CCOCC1,9,-1,1.0,-1,6,2,8,-11,1
COc1ccnc(Oc2ccccc2)n1,6,15,-1.5,16,6,2,6,-8,2
CCN(CC)S(=O)(=O)c1ccc(NC(=O)COC(=O)c2cc(S(=O)(=O)Nc3ccc(OC)cc3)ccc2O)cc1,-29,19,0.3,0,4,3,7,-26,-3
